High-throughput results as filed in PubChem BioAssay.
RGS4 act – potentiators or activators of RGS4 | B-score at 10 µM | HEK293 M3R/inducible RGS4, carbachol calcium flux Fluo4; stronger effect = lower value | hit rate 0.92% among 310,000 | AID 463111;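 active means B-score of the integrated calcium signal more than 4 SD below the library mean, with starting fluorescence not abnormally high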;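 further: negative B-score means reduced calcium response which marks RGS4 activation or potentiation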
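System – HEK293 FlpIn-TREx cells, stable M3R, doxycycline-inducible RGS4 · Reagent – ECmax carbachol challenge · Times – compound preincubation 20 min at room temperature before agonist · Technique – Fluo4 fluorescence kinetic imaging of calcium · Measure – B score of integrated Fluo4 ratio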
ANO1 block – blocks the mouse calcium-activated chloride channel TMEM16A | HEK293 TMEM16A/YFP iodide influx fluorescence, ionomycin | normalized B-score (activity score, 25-100; higher = stronger inhibition) at 10 µM | Q8BHY3 | AID 588511 | hit rate 1.2% among 310,000;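 active means ratio plate-corrected score three or more library SD toward inhibition, starting fluorescence score within five deviations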;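 further: score derived from kinetic fluorescence span divided by baseline fluorescence per well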
TRPC6 inhibitor – blocks the mouse TRPC6 cation channel; Q61143; HEK293-TRPC6, membrane potential dye, ACh-evoked depolarization; stronger effect = lower value; B-score at 10 µM; hit rate 1.1% among 310,000;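 active means B-score under library mean minus 3 SD, initial fluorescence not abnormally high, positive integrated signal ratio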;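 further: B-score derived from integrated fluorescence ratio over the kinetic read; more negative B-score means stronger inhibition of depolarization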
Target sequence (Q61143 whole entry, looked up): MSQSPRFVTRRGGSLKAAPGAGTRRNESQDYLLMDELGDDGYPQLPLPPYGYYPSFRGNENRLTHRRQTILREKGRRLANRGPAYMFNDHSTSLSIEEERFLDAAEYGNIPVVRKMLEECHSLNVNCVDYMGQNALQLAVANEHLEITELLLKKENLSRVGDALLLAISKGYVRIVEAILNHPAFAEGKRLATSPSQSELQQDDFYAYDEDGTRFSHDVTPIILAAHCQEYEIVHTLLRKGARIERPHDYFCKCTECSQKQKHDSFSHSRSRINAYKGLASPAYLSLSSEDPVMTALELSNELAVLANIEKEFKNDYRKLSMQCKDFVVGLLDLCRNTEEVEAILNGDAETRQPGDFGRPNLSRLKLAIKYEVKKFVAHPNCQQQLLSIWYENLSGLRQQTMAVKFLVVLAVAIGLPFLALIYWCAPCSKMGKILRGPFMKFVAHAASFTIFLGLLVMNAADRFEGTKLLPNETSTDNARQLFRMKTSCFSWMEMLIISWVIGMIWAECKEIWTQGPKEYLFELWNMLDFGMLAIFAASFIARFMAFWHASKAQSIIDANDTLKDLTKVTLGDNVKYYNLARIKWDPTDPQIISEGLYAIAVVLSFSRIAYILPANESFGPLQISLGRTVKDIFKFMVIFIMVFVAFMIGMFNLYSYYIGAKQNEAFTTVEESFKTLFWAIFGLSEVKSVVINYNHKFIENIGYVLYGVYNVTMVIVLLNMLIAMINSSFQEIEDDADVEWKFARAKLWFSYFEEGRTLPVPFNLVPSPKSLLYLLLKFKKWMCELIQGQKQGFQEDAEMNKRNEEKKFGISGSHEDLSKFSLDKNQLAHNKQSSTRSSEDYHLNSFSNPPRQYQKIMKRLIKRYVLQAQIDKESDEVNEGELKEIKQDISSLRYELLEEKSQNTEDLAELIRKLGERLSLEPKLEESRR
HDAC3 inh – human HDAC3 inhibition | recombinant HDAC3, fluorogenic peptide/trypsin coupled, fluorescence | AID 2718 | hit rate 0.15% among 320,000 | inhibition, % at 8.3 µM; in the data active means inhibition above about 26%, passing the limit was not always enough; inconclusive means no clear call, values can overlap the other calls
SKKanGAS inh – blocks kanamycin growth of S. pyogenes SKKanGAS strain. inhibition, % at 7.5 µM. hit rate 1.3% among 300,000. BacTiter-Glo, 6 h;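 active means mean replicate score, as percent of positive control median, at least 50; inconclusive means mean below 50 but one replicate at or above 50; inactive means mean and every replicate below 50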;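 further: strain carries kanamycin resistance gene driven by streptokinase promoter and grows in 40 µg/ml kanamycin; loss of luminescence reflects streptokinase promoter inhibition or plain growth inhibition; 0% = median of DMSO wells and 100% = positive control at its reference dose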
MrgX1 agonist – activates human MrgX1 receptor signaling. MrgX1-HEK293 cells, Fluo-4 calcium fluorescence, agonist mode; stronger effect = higher value. B-score at 10 µM. hit rate 0.44% among 310,000. AID 588627;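 active means calcium response B-score plate-corrected fluorescence ratio at least 3 library SD, with starting fluorescence B-score inside 5 SD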
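Assay system: stable human MrgX1 HEK293 cell line. Quantity: 15,000 cells per well. Schedule: cells plated overnight, dye loaded 0.5 h 37 °C, 0.5 h room temperature. Detection: Fluo-4 NW calcium-flux fluorescence, kinetic read. Read-out basis: peak-minus-minimum fluorescence over baseline, converted to B scores. Control set: positive and negative control wells on each plate.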
TRPC6 activator – mouse TRPC6 channel activation; Q61143; HEK293-TRPC6 membrane potential dye fluorescence; stronger effect = higher value; hit rate 0.13% among 310,000; B-score at 10 µM;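 active means B-score of the integrated fluorescence ratio above library mean plus 3 SD, and starting fluorescence ratio within library mean plus 5 SD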;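 further: higher score means more depolarization so channel activation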
MrgX1 allo act – human MrgX1 positive allosteric modulation, primary screen; Q96LB2; MrgX1-HEK293, Fluo-4 calcium flux, FDSS; stronger effect = higher value; B-score at 10 µM; hit rate 0.63% among 310,000;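 active means plate-corrected calcium response at least 3 library SD above typical, normal starting fluorescence, not activating the receptor alone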;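 further: compound read alongside a low EC10 to EC30 dose of BAM8-22 agonist; peak minus trough fluorescence over baseline measured at the second addition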
MrgX1 antag – blocks BAM8-22 activation of human MrgX1 receptor; MRGX1-HEK293 calcium flux, Fluo-4, BAM8-22 antagonism; stronger effect = lower value; AID 588676; B-score at 10 µM; hit rate 1.3% among 310,000;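 active means calcium-response B-score plate-corrected more than 3 library SD below zero, starting fluorescence within 5 deviations, no agonist response on first addition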;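 further: peak minus trough fluorescence over baseline after final BAM8-22 challenge near maximal dose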
RGS4 block – inhibitors of human RGS4; hit rate 0.45% among 310,000; B-score at 10 µM; P49798; AID 463165; HEK293 M3R/RGS4 inducible, Fluo-4 calcium flux; stronger effect = higher value; triggered by carbachol at its EC20;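 active means B-score, a plate-corrected calcium signal, over three deviations above library mean, with baseline fluorescence within five deviations of library mean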;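 further: RGS4 expression induced by doxycycline in cells with stable M3 receptor; B-score is computed from the integrated fluorescence ratio over baseline after carbachol; higher B-score means a larger calcium signal and so more RGS4 inhibition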
TMEM16A act – activates or potentiates the mouse TMEM16A chloride channel; HEK293 TMEM16A/YFP-H148Q/I152L, iodide quench fluorescence; stronger effect = lower value; AID 623877; hit rate 0.3% among 340,000; B-score at 10 µM; Q8BHY3;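 active means fluorescence-ratio B-score plate-corrected deviation score at least 3 library SD below zero, with starting fluorescence score within 5 deviations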;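 further: channel opened by trigger with iodide after compound preincubation; score built on the fluorescence ratio of max minus min over baseline; more negative score means more quench and so TMEM16A activation or potentiation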
* hit, by the source's call; i = inactive; ? = inconclusive; . = no result given. Outcome played no part in choosing rows. Share with any hit: about 6.7%.

SMILES	RGS4 act	ANO1 block	TRPC6 inhibitor	HDAC3 inh	SKKanGAS inh	MrgX1 agonist	TRPC6 activator	MrgX1 allo act	MrgX1 antag	RGS4 block	TMEM16A act
O=C1OCc2cc(NS(=O)(=O)c3cccs3)ccc21	i	i	i	-1	-1	i	i	i	i	i	i
O=C(Nc1ccccc1)C1CC(=O)N(C2CCCCC2)C1 (centres undefined)	i	i	i	-5	.	i	i	i	i	i	-7.7*
Cc1nc(C(=O)NC(C)C)nn1-c1cc(Cl)cc(Cl)c1	i	i	i	-2	-6	i	i	i	i	i	i
CCc1ccc(C)[n+](CC(=O)c2cccs2)c1	i	i	i	2	2	i	i	i	i	i	i
COC(=O)c1cc(Br)ccc1-c1ccc(/C=N/n2nnnc2N)o1	i	i	i	-3	-6	i	i	i	i	i	i
COc1ccc(-c2nn3c(-c4cccc(C)c4)nnc3s2)cc1OC	i	i	i	-6	-6	i	i	i	i	i	i
CC(C)n1c(=O)[nH]c2ccccc21	i	i	i	4	2	i	i	i	i	i	i
CC1(C)SCC(C(=O)O)N1C=O (centres undefined)	i	i	i	-5	4	i	i	i	i	i	i
O=C(NC1CCCCC1)c1cc(S(=O)(=O)N2CCOCC2)c(Cl)cc1Cl	i	i	i	0	1	i	i	i	i	i	i
CCN=C1SC(CC(=O)Nc2sc3c(c2C#N)CCCC3)C(=O)N1CC (centres undefined)	i	i	i	8	14	i	i	i	i	i	.
CNC(=O)C(=O)NCC1OCCN1S(=O)(=O)c1ccc(OC)c(OC)c1 (centres undefined)	i	i	i	-7	?	i	i	i	i	i	i
COc1cc(OC)nc(NC(=O)COC(=O)C2CCCCC2)n1	i	i	i	-9	-3	i	i	i	i	i	i
COc1ccc(-c2cc(C(=O)N(C)Cc3ccc(OC)c(OC)c3OC)c3ccccc3n2)cc1OC	-8.8*	i	i	-5	7	i	i	i	i	i	i
S=C(NCc1ccco1)N/N=C/c1ccccc1Cl	i	i	i	4	-12	i	i	i	i	i	i
O=C(COc1ccccc1)NCC(=O)N/N=C/c1ccc(Br)cc1	i	i	i	-1	-4	i	i	i	i	i	i
CCC1CCc2c(sc(NC(=O)C3CC=CCC3C(=O)O)c2C#N)C1 (centres undefined)	i	i	i	-4	20	i	i	i	i	i	i
O=C(c1cccs1)N(Cc1cccc(Cl)c1)C1CCS(=O)(=O)C1 (centres undefined)	i	i	i	0	-12	i	i	i	i	i	i
CCOC(=O)c1cc(-c2ccc(Cl)cc2)nc2onc(C)c12	i	i	i	-8	-7	i	i	i	i	i	.
Cn1ccnc1CN1CCN(C(=O)c2cc(COc3ccc(F)c(F)c3)on2)CC1	i	i	i	4	6	i	i	i	i	i	i
O=C(OC1CCOC1=O)C1CCN(S(=O)(=O)c2ccc(Cl)c(C(F)(F)F)c2)CC1 (centres undefined)	i	i	i	2	-6	i	i	i	i	i	i
CCOC(=O)CN1CC23C=CC(O2)C(C(=O)NC2CCCC2)C3C1=O (centres undefined)	i	i	i	2	-3	i	i	i	i	i	i
CCN(CC)CCN(C)c1ccc(N2C(=O)C3CC=CCC3C2=O)cc1[N+](=O)[O-] (centres undefined)	i	i	i	-6	-6	i	i	i	i	i	i
C=CCOC(=O)C1=C(C)NC(=O)NC1c1cn(-c2ccccc2)nc1-c1cccs1 (centres undefined)	i	i	i	13	-6	i	i	i	i	i	i
CCc1ccccc1N(CC(=O)NCc1ccc(OC)cc1)C(=O)CCC(=O)Nc1ccccn1	i	i	i	0	-3	i	i	i	i	i	i
Cc1cc(Nc2nc3ccccc3nc2Cl)n(-c2ccccc2)n1	i	i	i	3	-2	i	i	i	i	i	i
(cont.)
SMILES	RGS4 act	ANO1 block	TRPC6 inhibitor	HDAC3 inh	SKKanGAS inh	MrgX1 agonist	TRPC6 activator	MrgX1 allo act	MrgX1 antag	RGS4 block	TMEM16A act
O=C1N(Cc2cccc(Cl)c2)C[C@@H]2C[C@@H](c3cccc4cccnc34)N3CCC[C@@]123	i	i	i	3	-4	i	i	i	i	i	i
O=C(NN1C(=O)/C(=C\c2ccc(O)c([N+](=O)[O-])c2)SC1=S)c1ccccc1Cl	i	i	i	21	4	i	i	i	i	i	-5.5*
CCOC(=O)c1cccc(NC(=O)CSc2nnc(-c3cccnc3)n2CC)c1	i	i	i	1	1	i	i	i	i	i	i
COc1cc2c(cc1OC)C(Cc1ccc(O)cc1)N(C)CC2 (centres undefined)	i	i	i	3	5	i	i	i	i	i	i
COc1ccc(/C(C)=N/NC(=O)CNC(=O)c2cccs2)cc1OC	i	i	i	3	3	i	i	i	i	i	i
O=C(CCn1c(=S)oc2ccccc21)Nc1cccc(F)c1	i	i	i	-8	5	i	i	i	i	i	i
COc1ccc(N2CCN(C(=O)c3ccc(S(=O)(=O)N4CCCC4)cc3)CC2)cc1	i	i	i	-2	4	i	i	i	i	i	i
COCCOC(=O)C1=C(C)NC(=S)NC1c1cccs1 (centres undefined)	i	i	i	2	-1	i	i	i	i	i	i
CCC(=O)Nc1ccc(S(=O)(=O)NCC2CCCO2)cc1 (centres undefined)	i	i	i	-8	-17	i	i	i	i	i	i
CCOC(=O)C1CCCN(CC(=O)Nc2c(F)c(F)c(F)c(F)c2F)C1 (centres undefined)	i	i	i	5	-2	i	i	i	i	i	i
CC(=O)c1cnc2c(-c3ccccc3)c(C)nn2c1C	i	i	i	2	-6	i	i	i	i	i	i
O=C(NCc1ccc2c(c1)OCO2)C1COc2ccccc2O1 (centres undefined)	i	i	i	10	-7	i	i	i	i	i	i
CCOc1ccc2nc(SCC(=O)NC3CC3)sc2c1	i	i	i	3	-3	i	i	i	i	i	i
CCOC(=O)c1cc(C#N)c(Nc2ccccc2OC)nc1C(F)(F)F	i	i	i	2	-3	i	i	i	i	i	i
Cc1ccccc1N(CC(=O)NC1CCCC1)C(=O)CS(=O)CC(=O)Nc1ccc2c(c1)OCO2 (centres undefined)	i	i	i	-5	-4	i	i	i	i	i	i
O=C(Nc1cccc(F)c1)NC1CCCc2ccccc21 (centres undefined)	i	i	i	-1	.	i	i	i	i	i	i
C=CCc1ccccc1OCC(=O)O	i	i	i	1	1	i	i	i	i	i	i
CC/C(=C/c1sc2ccccc2[n+]1CC)SC	i	i	i	0	-2	i	i	i	i	i	i
CN1CCN(c2ccc(S(=O)(=O)N3CCCCC3)cn2)CC1	i	i	i	-3	3	i	i	i	i	i	i
CCC(=O)OCCn1c(=O)c2ccccc2c2ccccc2c1=O	i	i	i	-2	-1	i	i	i	i	i	i
COc1ccc(CCNC(=O)CSc2nnc(-c3cccc(F)c3)o2)cc1OC	i	i	i	9	3	i	i	i	i	i	i
Cc1ccc(C(=O)NCC(=O)OCCOc2ccccc2Cl)cc1	i	i	i	.	-5	i	i	i	i	i	i
COc1ccc(-c2cc([C@H]3[C@@H]4C=CCC[C@@]4(C)C(=O)N3Cc3ccccc3)ccc2F)cc1OC	i	i	i	4	38	i	i	i	i	i	i
Cn1c(SCC(=O)NCc2ccc3c(c2)OCO3)nnc1-c1cccs1	i	i	i	1	-1	i	i	i	i	i	i
Cc1ccccc1C(=O)NC(=S)Nc1ncccn1	i	i	i	3	9	i	i	i	i	i	i
Next part.
SMILES	RGS4 act	ANO1 block	TRPC6 inhibitor	HDAC3 inh	SKKanGAS inh	MrgX1 agonist	TRPC6 activator	MrgX1 allo act	MrgX1 antag	RGS4 block	TMEM16A act
Cc1cccc(C)c1NC(=O)CN(C)CC(=O)Nc1ccccc1Br	i	i	i	1	0	i	i	i	i	i	i
CCOCCCNC(=O)CSc1ccccc1	i	i	i	-6	5	i	i	i	i	i	i
Cc1cn(S(=O)(=O)c2ccccc2[N+](=O)[O-])cn1	i	i	i	2	3	i	i	i	i	i	i
Cc1ccc(C)c(C(=O)N(C)CC(=O)Nc2ccccc2C(F)(F)F)c1	i	i	i	-9	12	i	i	i	i	i	i
COCCNC(=O)C(c1ccc(C)o1)N(CCOC)C(=O)Cn1nnc2ccccc21 (centres undefined)	i	i	i	-1	-3	i	i	i	i	i	i
O=C1N[C@@H](Cc2cnc[nH]2)C(=O)N2CCC[C@@H]12	i	i	i	-3	2	i	i	i	i	i	i
COC(=O)c1cc(C)nc(Sc2ccccc2N)n1	i	i	i	13	6	i	i	i	i	i	i
O=C(O)C1CCCN(CCC=C(c2ccccc2)c2ccccc2)C1 (centres undefined)	i	i	i	0	-2	i	i	i	i	i	i
O=C(CN1CCc2ccccc2C1)Nc1ccc(F)cc1	i	i	i	-7	2	i	i	i	i	i	i
O=C(O)c1ccc(COCC(F)(F)F)cc1	i	i	i	-5	-8	i	i	i	i	i	i
Cc1ccc(/C(N)=N/OC(=O)C23CC4CC(CC(C4)C2)C3)cc1	i	i	i	1	13	i	i	i	i	i	i
O=C(CSc1nc2ncccc2[nH]1)NCCc1ccccc1	i	i	i	4	2	i	i	i	i	i	i
COc1ccc([N+](=O)[O-])cc1-c1nc2ccccc2nc1-c1ccccc1	i	i	i	-5	-5	i	i	i	i	i	i
COc1ccc(CC(=O)N/N=C/c2cccs2)cc1OC	i	i	i	1	1	i	i	i	i	i	i
CC(=O)c1cc(CN2CCN(CCc3ccccc3)C(CCO)C2)cs1 (centres undefined)	i	i	i	-10	-7	i	i	i	i	i	i
O=C(CCc1ccccc1)NNC(=O)c1ccccc1F	i	i	i	-1	-2	i	i	i	i	i	i
O=C(O)CC(c1ccc(Cl)cc1)N1Cc2ccccc2C1=O (centres undefined)	i	i	i	1	-8	i	i	i	i	i	i
O=C(COC(=O)CNC(=O)c1ccc(Cl)c([N+](=O)[O-])c1)NNC(=O)c1cccs1	i	i	i	1	-18	i	i	i	i	i	i
COc1ccc(C(C)=O)cc1CC(=O)Nc1ccccc1-c1ccccc1	i	i	i	1	-1	i	i	i	i	i	i
O=C1/C(=C/c2cccs2)SC(=S)N1c1cccc(O)c1	i	i	i	3	10	i	i	i	i	i	i
